# TAAR1 antag = antagonists of human TAAR1; Q96RJ0; CHO RD-HGA16 TAAR1, Fluo-8 calcium fluorescence, antagonist; inhibition, % at 3 µM; actives 1.5% (n = 360,000);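 active = inhibition above a per-plate cutoff, the mean inhibition of test compounds on that plate plus 3 SD, cut at about 49% in these data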;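 also: 0% = DMSO plus EC80 beta-PEA response and 100% = DMSO alone without agonist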
#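 Material: RD-HGA16 CHO cells with stable hTAAR1 and Gα16; Dosing: single nominal final test compound concentration of 3 µM; Schedule: seeding 17-24 h prior, 75-min 37 °C, 30-min RT dye loading; Detection: kinetic Fluo-8 calcium fluorescence measurement; Measure: % inhibition from peak post-agonist over basal fluorescence ratio; Benchmarks: vehicle and agonist controls.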
# V1aR counter = V1a receptor agonism, counter-screen for OXTR agonists; P37288; actives 0.25% (n = 320,000); activation, % at 3 µM; CHO-V1R cells, Fluo-8 calcium fluorescence, agonist mode; 0% DMSO, 100% 3 nM vasopressin; AID 2797;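 active = activation above the mean activation of all tested compounds plus 3 SD, per screening run, cut at about 20% in these data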;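 also: signal is peak over basal fluorescence ratio across a 100 second FLIPR read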
# Target sequence (P37288 whole entry, looked up): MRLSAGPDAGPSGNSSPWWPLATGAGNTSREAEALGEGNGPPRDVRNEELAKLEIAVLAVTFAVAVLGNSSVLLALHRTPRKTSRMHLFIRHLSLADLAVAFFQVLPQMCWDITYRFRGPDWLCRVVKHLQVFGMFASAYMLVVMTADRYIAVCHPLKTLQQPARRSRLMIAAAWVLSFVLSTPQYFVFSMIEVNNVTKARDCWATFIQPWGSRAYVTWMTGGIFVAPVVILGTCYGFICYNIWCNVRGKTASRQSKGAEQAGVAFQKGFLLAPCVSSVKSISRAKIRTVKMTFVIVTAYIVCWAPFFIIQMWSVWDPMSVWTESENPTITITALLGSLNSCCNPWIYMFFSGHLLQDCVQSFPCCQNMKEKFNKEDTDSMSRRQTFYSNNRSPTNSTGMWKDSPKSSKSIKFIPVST
# OXTR potentiator = potentiates the human oxytocin receptor response; P30559; CHO-OTR cells, Fluo-8 calcium fluorescence, potentiator mode; 0% = oxytocin EC15, 100% = EC100; actives 0.061% (n = 320,000); activation, % at 3 µM;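 active = activation above that plate's cutoff, the mean activation of tested compounds plus 3 SD, cut at about 6.6% in these data, passing the limit was not always enough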;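 also: 100% uses oxytocin at 75 nM as the full agonist control; some results filed as inactive read as strong as hits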
#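 System: human OTR in CHO cells; Also added: sub-maximal oxytocin, roughly EC15; Timing: compound 6 min at room temperature before oxytocin, 100 s read; Technique: Fluo-8 intracellular calcium fluorescence, ex 470-495, em 515-575 nm; Controls: oxytocin EC15 low and EC100 high; Replication: singlicate.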
# CHO-K1 Ca antag = nonselective inhibitor or artifact in parental CHO-K1 cells | inhibition, % at 3 µM | actives 0.6% (n = 360,000) | AID 602250 | ATP-induced calcium, Fluo-8 fluorescence;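 active = inhibition above a per-plate cutoff, the plate's mean sample inhibition plus 3 SD, cut at about 24% in these data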;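 also: 0% = DMSO plus EC80 ATP and 100% = DMSO alone without ATP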
# M1 ag parental = counter-screen for M1 agonists: effect in parental CHO-K1 cells; actives 0.48% (n = 360,000); Fluo-8 calcium fluorescence; scaled to maximal ATP response, vehicle zero; activation, % at 3 µM; in the data active = activation above about 15%;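 also: untransfected CHO-K1 host cells lacking M1 receptor as counterscreen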
# M1 ag = agonists of human M1 muscarinic receptor; P11229; CHO-K1 hM1, Fluo-8 calcium fluorescence, agonist mode; 0% DMSO, 100% acetylcholine EC100; activation, % at 3 µM; actives 0.33% (n = 360,000); AID 588814;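 active = activation above the run's mean compound activation plus 3 SD, cut at about 16% in these data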;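 also: peak over basal fluorescence ratio within a 140 s kinetic read after compound addition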
# Target sequence (P11229 whole entry, looked up): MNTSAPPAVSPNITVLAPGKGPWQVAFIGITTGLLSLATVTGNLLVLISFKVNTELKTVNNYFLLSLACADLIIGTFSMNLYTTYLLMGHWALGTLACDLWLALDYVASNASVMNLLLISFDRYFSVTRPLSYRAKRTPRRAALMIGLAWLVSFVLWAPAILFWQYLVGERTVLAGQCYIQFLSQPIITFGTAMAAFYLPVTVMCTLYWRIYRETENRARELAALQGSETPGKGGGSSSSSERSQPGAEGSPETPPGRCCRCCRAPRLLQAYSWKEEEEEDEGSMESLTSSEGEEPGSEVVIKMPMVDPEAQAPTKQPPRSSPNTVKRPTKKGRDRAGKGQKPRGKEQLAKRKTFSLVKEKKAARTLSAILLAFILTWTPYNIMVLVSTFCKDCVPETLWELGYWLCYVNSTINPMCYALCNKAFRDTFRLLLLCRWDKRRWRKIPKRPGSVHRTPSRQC
# TAAR1 ag = human TAAR1 agonism; actives 0.99% (n = 360,000); activation, % at 3 µM; CHO RD-HGA16 TAAR1, Fluo-8 calcium fluorescence; vehicle wells 0%, saturating PEA agonist 100%; Q96RJ0; AID 624467;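 active = activation above the mean activation of all test compounds in the run plus 3 SD, cut at about 38% in these data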
#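 Test system: RD-HGA16 (CHO) cells co-expressing Gα16 and hTAAR1 | Doses: Single dose, 3 µM | Schedule: 17-24 h seeding, 75 min 37 °C dye, 30 min RT | Evaluation: % activation from peak over basal fluorescence ratio, DMSO-to-PEA scaled | Technique: Kinetic Fluo-8 calcium fluorescence | Benchmarks: Low control DMSO, high control PEA (EC100)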
# CHO-K1 Ca PAM = nonselective activator or artifact in parental CHO-K1 calcium assay | actives 0.02% (n = 360,000) | activation, % at 3 µM | ATP EC20, Fluo-8 calcium fluorescence; 0% at ATP EC20, 100% at ATP max;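 active = activation above the run cutoff, the mean activation of all test compounds plus 3 SD, cut at about 40% in these data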;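 also: peak over basal fluorescence ratio in a 140 s read after ATP addition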
# CHO parental Ca = counter-screen: ATP calcium response change in parental CHO cells | inhibition, % at 5.6 µM | parental CHO-K1, ATP-induced calcium, Fluo-8 fluorescence | AID 463079 | actives 0.63% (n = 330,000);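 active = inhibition above that plate's mean sample inhibition plus 3 SD, cut at about 26% in these data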;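 also: 0% = ATP-challenged DMSO wells and 100% = DMSO wells without ATP; some compounds past the cut are filed as inactive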
#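 material = parental CHO cells | also added = ATP as calcium-mobilizing challenge | dosing = single point at 5.6 µM | detection = intracellular calcium via Fluo-8 no-wash fluorescent dye | read-out = % inhibition | benchmarks = low control ATP plus DMSO, high control DMSO only | repeats = one well per compound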
# Starred values were filed as active, the others as inactive; . = not tested or not shown; & = joins results of further samples; ! = not confirmed by another sample.
SMILES,V1aR counter,OXTR potentiator,TAAR1 antag,TAAR1 ag,M1 ag parental,M1 ag,CHO-K1 Ca antag,CHO parental Ca,CHO-K1 Ca PAM
Cc1c(Cl)c([N+](=O)[O-])nn1CCCC(=O)NC1CCCCC1,0.2,-3,-13,2,1.0,-5,-4,0,12
Cc1cccc(C(=O)Nc2cccc(C(=O)N/N=C/c3ccccn3)c2)c1,-0.4,-1,23,7,3.9,-4,-7,-12,0
COc1cc(NC(=O)Nc2ccccc2)c(OC)cc1NC(=O)CN1CCCCC1,-0.6,-14,-5,-1,0.8,-5,-16,-7,20
CC(C(=O)N1CCc2ccccc2C1)N1C(=O)c2ccccc2C1=O (centres undefined),0.4,0,-14,1,0.1,-2,12,-9,-25
CCOc1ccc(/C=C/C(=O)N(CC)CC(=O)Nc2ccc3c(c2)OCCO3)cc1OCC,-0.6,-10,-19,-2,0.4,-6,-11,-2,6
CCn1c(C)cs/c1=N\C(=S)Nc1ccccc1C,-1.5,-6,-6,0,-0.1,-7,24*,-8,-14
COc1ccccc1Nc1cc(C)nc(Nc2ccccc2OC)n1,.,.,23,-1,1.6,-2,-3,.,2
O=C(CN1CCSC1=O)Nc1ccc(N2CCOCC2)cc1,.,.,-6,1,0.8,1,-7,.,-18
CCOC(=O)C(C)N1C(=O)S/C(=C/c2cc(C)n(-c3ccccn3)c2C)C1=O (centres undefined),2.9,-22,48,8,3.8,-1,-2,-1,21
Cc1c(NC(C)c2ccccc2O)c(=O)n(-c2ccccc2)n1C (centres undefined),-0.7,-4,-8,2,0.5,-7,-10,-9,18
Cc1c(C(=O)NCc2ccc3c(c2)OCCO3)sc(=O)n1Cc1ccccc1F,.,.,23,2,6.3,-3,-17,.,21
Cc1ccc(S(=O)(=O)N(Cc2cccc(F)c2)C(=O)N2CCN(C)CC2)cc1,-0.7,4,.,.,1.7,-5,-10,13,9
CCC(C)NS(=O)(=O)c1ccc(NS(C)(=O)=O)cc1 (centres undefined),1.9,-5,-7,4,0.3,9,-6,1,-4
O=C(CN1C(=O)c2cccc3cccc1c23)Nc1ccccc1,1.3,-1,-12,2,7.3,-5,-4,-15,11
CCCNC(=O)C1(C)CCN(Cc2ccc3ccccc3c2Br)C1 (centres undefined),.,.,-47,2,2.3,-6,5,.,-21
O=C1CN2NC(=S)N(c3ccc(Cl)cc3)C2=CN1c1ccc(Cl)cc1,-0.6,-15,17,0,12,-10,-7,1,17
CCc1c(C)nc(SCC(=O)N2C(C)CCCC2C)[nH]c1=O (centres undefined),1.2,-3,-4,6,1.5,-6,-6,-22,-3
CC(NC(=O)Cn1cccc1C(=O)c1ccccc1)c1ccc2c(c1)OCCO2 (centres undefined),-0.7,-12,-10,11,-0.6,-4,-7,-3,8
Cc1cc(C(F)(F)F)nn1-c1nc(-c2ccco2)cc(C(F)(F)F)n1,-0.5,-2,2,7,0.3,-5,-13,-18,24
CCOc1cc(Br)c(CN2C(=O)NC3(CCCCCC3)C2=O)cc1OCC,0.2,-4,22,-1,2.9,-2,-6,-28,-16

# 3 of the entries above in order of their number in OXTR potentiator, descending:
molecule	OXTR potentiator
O=C(CN1C(=O)c2cccc3cccc1c23)Nc1ccccc1	-1
CCOc1cc(Br)c(CN2C(=O)NC3(CCCCCC3)C2=O)cc1OCC	-4
CCC(C)NS(=O)(=O)c1ccc(NS(C)(=O)=O)cc1 (centres undefined)	-5

# Later entries.
SMILES,V1aR counter,OXTR potentiator,TAAR1 antag,TAAR1 ag,M1 ag parental,M1 ag,CHO-K1 Ca antag,CHO parental Ca,CHO-K1 Ca PAM
CCCNC(=O)C1(C)CCCN(C(=O)c2cccc(C#N)c2)C1 (centres undefined),.,.,10,2,1.7,-1,-16,.,16
COC(=O)c1c(C(=O)OC)c(-c2ccccc2)n2c1CCC2,-1.1,-3,.,.,-0.8,3,16,-16,-12
COc1ccc(/C=N/NC(=O)c2c(Br)cnn2C)c2ccccc12,0.5,-6,-6,4,2.4,-4,-9,5,-5
Nc1nc(SCC(=O)c2c(N)n(Cc3ccccc3)c(=O)[nH]c2=O)n[nH]1,0.1,-5,4,2,13,-3,-5,-9,12
CN(c1ccccc1)S(=O)(=O)c1cccc(NC(=O)C2=NNC(=O)CC2)c1,6.4,-6,14,7,1.3,3,1,0,-9
CNc1nc(-c2ccccn2)nnc1-c1ccccc1,0.6,3,0,5,-0.1,-4,-10,2,6
Cc1cc2c(cc1C)C(=O)C(Br)=C(N)C2=O,.,.,-32,1,-0.2,-3,-11,.,6
C/C(=N\NC(=O)c1ccccn1)c1ccc(Cl)cc1,0.5,-3,-8,0,-0.5,-1,-4,1,5
CCN(c1ccc(NC(=O)c2ccc(N3CCCC3=O)cc2)cc1)C(C)C,3.4,-15,4,5,4.2,-6,-6,-5,0
COc1cccc(C(=O)Nc2nc3ccccc3s2)c1,-0.2,-4,-12,4,-0.1,-3,-5,-22,-1
Cc1ccc(NC(=O)c2cc3ccccc3oc2=O)cc1S(=O)(=O)N(C)C,1.2,-6,.,.,4.8,-6,-5,-12,16
COCc1nnc(NC(=O)C2CC(=O)N(CCc3ccc(F)cc3)C2)s1 (centres undefined),0.2,-9,6,7,0.4,5,-19,8,-4
CCCCc1cc(=O)oc2cc(OCc3nn[nH]n3)ccc12,1.6,4,-42,7,0.1,-3,-11,-6,0
COc1ccc(-n2nnnc2SCC(=O)Nc2nnc(C)s2)cc1,-0.5,-5,13,10,0.0,-1,6,-20,1
COc1ccc(C(=O)NCCc2cc3ccc(C)c(C)c3[nH]c2=O)cc1OC,0.9,-13,0,2,0.6,-8,-5,-22,14
CCCc1nc2oc3c(NCc4ccccn4)ncnc3c2c2c1COC(C)(C)C2,0.4,-1,-16,12,0.4,-3,-8,-19,26
Cc1cccc(OCc2nnc(SCC(=O)NCCc3ccccc3)o2)c1,4.0,-3,7,21,0.4,-2,-16,-19,4
O=C(CCC(=O)Nc1cccc(Cl)c1)N/N=C/c1cc([N+](=O)[O-])ccc1O,-0.6,10,5,5,0.9,-4,-13,-23,23
N#CCSc1nc2ccc(N3CCOCC3)cc2c(=O)n1CCc1ccccc1,-0.9,-3,9,7,1.6,-5,-1,-18,23
COc1ccc(N(CC(=O)NCc2ccncc2)S(=O)(=O)c2ccc(C)c([N+](=O)[O-])c2)cc1,0.1,-12,-6,-1,0.4,-6,-2,-17,-12
CCOc1ccc(S(=O)(=O)NCc2ccccn2)cc1NC(=O)c1ccccc1F,3.0,-3,-24,0,0.5,-8,-7,-21,6
Cc1ccc(-n2nnnc2SCC(=O)N2CCNC2=O)cc1C,0.3,-6,-29,21,-0.1,-2,-18,3,14
O=C(Nc1cnccn1)c1ccc(F)cc1Cl,0.2,0,-3,1,0.6,-2,0,5,-6
N#Cc1ccccc1Sc1ccccc1C(=O)OCC(N)=O,1.8,4,-8,1,0.5,-4,-3,-7,7
CCc1cccc2c1Sc1ccccc1CC2N1CCNCC1 (centres undefined),4.7,-2,15,23,1.4,-7,4,0,-9
Cc1ccccc1OC1CCN(C(=O)C2CCC(=O)N(C3CCCC3)C2)CC1 (centres undefined),4.2,-10,-7,1,5.6,0,-6,-2,-2
CCOC(=O)C1=C(CC)Nc2ccccc2N=C1NC(=O)c1cccc(S(=O)(=O)N2CCOCC2)c1,-0.6,-4,5,2,-0.3,-4,21,-22,-12
CCN1CCN(Cc2ccc(NC(=O)c3ccc(C)c(NC(=O)c4c[nH]c5cc(C(F)(F)F)ccc5c4=O)c3)cc2C(F)(F)F)CC1,0.3,-5,17&14,1&1,0.1&0.4,-1&-5,26*!,22,-16&-4
Nc1c(N(CCC2=CCCCC2)C(=O)CCCOc2ccccc2)c(=O)[nH]c(=O)n1Cc1ccccc1,-0.1,-11,-16,1,0.9,1,5,-14,-2
CCS(=O)CCSC(=N)N (centres undefined),1.1,-8,-14,0,0.0,0,-3,-13,-4
COc1ccc(C(=O)CC(=O)c2ccc(F)cc2)cc1,0.2,-4,-23,5,0.8,-3,-6,-2,18
C=CCN1C(=O)CC(C(=O)NC)SC1=Nc1ccc(C(=O)OCC)cc1 (centres undefined),0.1,-12,-4,3,0.5,-3,3,-2,8
COc1ccc(-n2cnnc2SCC(=O)N2CCN(c3ccccc3)CC2)cc1,2.9,-14,0,11,0.2,-4,4,-24,-4
Cc1ccc(S(=O)(=O)c2nc(-c3ccccc3F)oc2N2CC(C)OC(C)C2)cc1 (centres undefined),-1.6,-1,-5,-1,0.5,-2,-10,-17,14
CSc1ccccc1NC(=O)CN(C)C(=O)COc1cccc2cccnc12,0.2,-6,-12,1,0.2,-3,3,-10,-3
CCC(C)NC(=O)c1ccc(CNS(=O)(=O)c2ccc3c(c2)C(C)(C)C(=O)N3C)cc1 (centres undefined),0.1,-5,-13,1,0.2,-6,4,-4,-8
CC(C)(C)C1(C)OC(C(=O)NC2CCCCC2)C(C(=O)NC2CCCCC2)O1 (centres undefined),-1.6,-1,1,20,-0.6,-1,-23,-14,17
CC(C)c1nnc(NC(=O)c2cccc(-n3cnnn3)c2)s1,0.5,-13,-9,11,0.4,-2,-16,8,24
O=[N+]([O-])c1ccc(CSc2nnc(Cc3ccccc3)n2-c2ccc(F)cc2)cc1,-0.2,-10,1,-1,9.0,-8,-3,-16,23
Nc1ncnc2[nH]c(=S)[nH]c12,.,.,-2,1,4.2,0,0,.,7
CCC1CCCCN1CCCNC(=O)CSc1nc2nc(C)c(Cc3ccccc3)c(C)n2n1 (centres undefined),-0.9,-5,-8,-2,0.1,-13,-5,-19,21
COc1ccccc1N(C)S(=O)(=O)c1ccc(C(=O)N(C)Cc2cccc(F)c2)cc1,.,.,17,9,5.5,-3,-2,.,14
CC(C)OCC1CC(CC(=O)Nc2ccc([N+](=O)[O-])cc2)C(=O)O1 (centres undefined),0.9,-1,-11,4,0.6,-4,-9,-3,8
COc1ccc(-c2c(C(C)=O)c(C)n(C)c2C)cc1,0.4,2,12,1,-0.7,-3,-6,-13,5
